MCL1-BIM inh: inhibitors of human MCL1 binding to BIM-BH3 peptide; Q07820; GST-MCL1 / FITC-Bim-BH3 fluorescence polarization; inhibition, % at 10.9 µM; 320,000 tested, 0.68% active; AID 2057;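 active = inhibition above the mean inhibition of all tested compounds plus 3 SD, set per campaign, cut at about 40% in these data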;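 also: 0% = DMSO wells and 100% = unlabeled Bim-BH3 peptide control; higher means more loss of mP so more displacement of Bim peptide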
Target sequence (Q07820 whole entry, looked up): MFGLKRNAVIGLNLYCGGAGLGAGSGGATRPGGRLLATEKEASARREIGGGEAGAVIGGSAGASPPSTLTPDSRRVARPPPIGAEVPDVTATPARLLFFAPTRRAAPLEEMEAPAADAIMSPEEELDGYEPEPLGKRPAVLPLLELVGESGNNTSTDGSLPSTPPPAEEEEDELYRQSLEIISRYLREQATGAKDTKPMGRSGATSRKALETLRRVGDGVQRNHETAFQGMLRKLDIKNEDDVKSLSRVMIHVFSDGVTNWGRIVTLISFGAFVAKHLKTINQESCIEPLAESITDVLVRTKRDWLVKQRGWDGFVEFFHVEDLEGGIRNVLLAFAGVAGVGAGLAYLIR
BCLXL inh: inhibitors of human Bcl-xL | Q07817 | GST-Bcl-xL / FITC-Bim BH3 peptide fluorescence polarization | inhibition, % at 10.9 µM | 320,000 tested, 0.7% active | AID 2129;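 active = inhibition above the mean of all tested compounds plus 3 SD, cutoff set per campaign, cut at about 30% in these data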;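 also: 0% = DMSO wells and 100% = unlabeled Bim-BH3 peptide competitor; inhibitors lower millipolarization by displacing the labeled peptide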
Target sequence (Q07817 whole entry, looked up): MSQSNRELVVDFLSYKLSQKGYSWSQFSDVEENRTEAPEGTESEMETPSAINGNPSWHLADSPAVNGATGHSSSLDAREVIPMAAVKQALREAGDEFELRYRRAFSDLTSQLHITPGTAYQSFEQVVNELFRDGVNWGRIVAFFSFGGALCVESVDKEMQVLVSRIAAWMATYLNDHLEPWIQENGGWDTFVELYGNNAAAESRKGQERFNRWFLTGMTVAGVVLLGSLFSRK
GLD-1 RNA inh: GLD-1-TGE RNA interaction inhibition (C. elegans) | 320,000 tested, 0.44% active | purified GLD-1 + fluorescein TGE RNA, fluorescence polarization | Q17339 | inhibition, % at 5.96 µM;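 active = percent inhibition above a per-plate cutoff, the plate mean of test compounds plus 3 SD, cut at about 30% in these data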;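 also: 0% = DMSO wells with GLD-1 and probe and 100% = wells lacking GLD-1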
VLA-4 inh: inhibition in a human VLA-4 binding assay; P13612; inhibition, % (about 7 µM as worked out from the volumes in the protocol); AID 2557; VLA-4 expressing cells, ligand binding flow cytometry; 330,000 tested, 0.2% active; in the data active = inhibition above about 50%
Fam108B counter: blocks mouse Fam108B hydrolase in RBBP9 counter-screen; recombinant Fam108B, FP-Rh probe fluorescence polarization; inhibition, % at 9.51 µM; 300,000 tested, 0.33% active; AID 1947;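 active = inhibition above the screen mean inhibition plus 3 SD, computed separately per campaign, cut at about 18% in these data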;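 also: inhibitors lower polarization as less probe binds the enzyme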
GRK2 inh: human GRK2 inhibition via aptamer displacement; inhibition of aptamer binding, % at 10 µM; AID 488847; bead flow cytometry, FAM-aptamer displacement from GRK2; 330,000 tested, 0.59% active; P25098;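 active = inhibition of aptamer binding above 40%, roughly 3 SD of noise, on plates passing a quality check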;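 also: median bead fluorescence of bound FAM aptamer so fluorescent compounds give negative values; no value below 0 was filed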
PME-1 inh: PME-1 (human) inhibition | 320,000 tested, 0.53% active | inhibition, % at 5.9 µM | recombinant PME-1, FP-Rh probe fluorescence polarization | Q9Y570;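 active = inhibition above the campaign mean of all compounds plus 3 SD, cut at about 26% in these data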;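 also: competitive labeling of PME-1 active site by serine hydrolase directed probe; 0% = PME-1 with DMSO and 100% = wells lacking PME-1 enzyme; inhibitors block probe labeling so polarization falls and inhibition rises; many of its hits are not listed in these tables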
Efflux pump mplx: blocks antifungal efflux pumps in multiplex yeast assay. inhibition, % at 10 µM. S. cerevisiae Candida pump triplex, Nile Red efflux. 330,000 tested, 0.44% active;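 active = plate passing quality check with inhibition over a set limit, or well fluorescence over plate mean plus 4 SD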;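 also: Nile Red retained in pooled yeast measured as flow cytometry median fluorescence; 0% = buffer negative control and 100% = Enniatin B positive control; higher means more Nile Red kept so more efflux inhibition; some compounds called inactive have numbers as strong as hits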
MEX-5 binding: C. elegans MEX-5 TCR-2 RNA binding activity. Q9XUB2. activity score (negative = inhibition of binding), % at 10 µM. AID 1832. 300,000 tested, 0.38% active. MEX-5/FITC-TCR2 RNA binding, fluorescence polarization; active compounds read low;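 active = inhibition past about -25% in most replicates, and total fluorescence under double the plate's negative control median, limit read from the data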;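 also: 0% = DMSO and -100% = 5 µM competing unlabeled TCR2 RNA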
Target sequence (Q9XUB2 whole entry, looked up): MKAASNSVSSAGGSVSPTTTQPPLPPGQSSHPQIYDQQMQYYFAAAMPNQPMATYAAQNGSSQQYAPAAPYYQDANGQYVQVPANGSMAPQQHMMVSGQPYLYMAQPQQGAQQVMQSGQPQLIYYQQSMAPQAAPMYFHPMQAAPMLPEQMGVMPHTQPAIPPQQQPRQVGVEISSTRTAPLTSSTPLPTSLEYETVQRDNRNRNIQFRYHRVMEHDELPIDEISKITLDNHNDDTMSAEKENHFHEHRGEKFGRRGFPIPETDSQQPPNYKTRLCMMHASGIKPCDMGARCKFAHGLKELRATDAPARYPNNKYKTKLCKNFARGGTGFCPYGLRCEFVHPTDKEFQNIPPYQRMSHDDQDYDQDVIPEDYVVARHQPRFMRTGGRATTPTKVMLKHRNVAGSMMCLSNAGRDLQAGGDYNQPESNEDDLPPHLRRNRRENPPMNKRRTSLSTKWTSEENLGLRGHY
An asterisk follows results filed as active; nt = no result given. Only part of the results is shown; count on the stated rates, not on these rows.

SMILES | MCL1-BIM inh | BCLXL inh | GLD-1 RNA inh | VLA-4 inh | Fam108B counter | GRK2 inh | PME-1 inh | Efflux pump mplx | MEX-5 binding
Cn1nnnc1NCc1c(F)cccc1Cl | 0.3 | -0.9 | 0.8 | 13.9 | -2.9 | 2.0 | -0.7 | -0.2 | -0.1
COc1ccc(S(=O)(=O)NCc2csc(C)n2)cc1 | 4.0 | 4.9 | 5.7 | 17.0 | 2.9 | 0.0 | -3.1 | 0.1 | -3.3
O=C(N/N=C/c1cn(-c2ccccc2)nc1-c1ccc(F)cc1)c1ccc2c(c1)OCO2 | 5.3 | 5.3 | -2.9 | -5.5 | -13.7 | 0.0 | -10.9 | 0.0 | 1.1
O=C(COC(=O)CNC(=O)c1ccco1)Nc1ccccc1OC(F)F | -10.1 | -1.4 | -2.3 | 4.5 | -2.3 | 1.0 | -2.1 | 0.0 | 0.8
Nc1nc(SCC(=O)NCCO)nc2sc3c(c12)CCCC3 | -2.9 | 0.9 | -0.1 | 2.8 | -0.2 | 0.0 | 1.2 | 0.2 | -0.6
Cc1ccc(NS(=O)(=O)c2ccc(Br)s2)cc1S(=O)(=O)N1CCOCC1 | 6.4 | 5.2 | 5.4 | -11.8 | -2.5 | 0.0 | 3.7 | -0.1 | -1.1
O=C1CSC(c2cn(-c3ccccc3)nc2-c2cccs2)N1CC1CCCO1 (stereo not given) | 12.8 | 6.3 | 1.4 | -13.2 | 7.3 | 0.0 | -0.1 | 0.0 | 2.7
CCOc1cc(/C=C2\SC(=N)N(c3nonc3N)C2=O)ccc1OCC(N)=O | 13.1 | 5.2 | 3.5 | -4.1 | -2.0 | 0.0 | -2.6 | 0.0 | -12.3
Cc1nc(N)sc1-c1nnc(SCC(=O)Nc2nccs2)n1C | 1.1 | 3.0 | -0.4 | -8.7 | 3.3 | 0.0 | -0.7 | -0.2 | -1.6
COc1ccc(OC)c(-n2nnnc2SCC(=O)Nc2ccc(C(=O)N3CCCCC3)cc2)c1 | 13.5 | 8.7 | -3.9 | 10.5 | 4.6 | 0.0 | -1.4 | 0.0 | -2.5
CCOc1ccc(CCNC(=O)COC(=O)c2cc(=O)[nH]c3ccccc23)cc1OCC | -5.8 | -2.2 | 5.9 | 4.6 | -1.5 | 3.0 | -3.3 | -0.2 | 1.6
COc1ccccc1CNC(=O)C/C(C)=N/NC(=O)Cc1ccccc1 | 2.8 | 2.4 | 10.3 | 1.1 | 0.2 | 2.0 | 2.3 | 0.2 | -0.1
CC1(C)CC2(CC(c3ccccc3F)c3cc(Cl)c(O)cc3O2)NC(=S)N1 (stereo not given) | -7.4 | -17.6 | 0.0 | 3.6 | -1.0 | 0.0 | -3.7 | -0.1 | 0.5
CC1CC(C)CN(C(=O)c2ccc(-c3ccc([N+](=O)[O-])cc3)o2)C1 (stereo not given) | 2.8 | 1.1 | 0.3 | -0.1 | 3.9 | 2.0 | 1.3 | -0.1 | 2.7
Cc1cc[n+](CC(=O)c2cccs2)cc1 | -6.4 | 3.3 | 7.2 | -0.2 | 4.7 | 2.0 | 2.3 | 0.1 | -1.7
COc1ccc(COC(=O)c2ccc(S(=O)(=O)N3CCC(C)CC3)cc2)cc1 | nt | nt | nt | -1.1 | nt | 1.0 | nt | 0.3 | 0.3
Cc1ccc(C(=O)CSc2ncn[nH]2)cc1 | -10.3 | -6.0 | -1.6 | 11.6 | -0.9 | 0.0 | -6.1 | 0.2 | 2.5
CSC1=NCCN1C(=O)C(C)Oc1ccccc1 (stereo not given) | -1.3 | -0.7 | 5.6 | 14.9 | -2.7 | 3.0 | -1.3 | -0.2 | 0.9
COc1ccc(-c2cn(Cc3ccc(C(N)=O)cc3)c(CCN)n2)cc1 | 2.7 | -0.8 | 2.8 | 36.2 | -0.2 | 0.0 | -1.3 | -0.1 | nt
COC(CNC(=O)C1CC(=O)N(CCc2ccccc2)C1)OC (stereo not given) | 6.3 | 4.3 | 0.4 | -6.7 | 0.5 | 0.0 | 1.9 | -0.1 | 1.0
CCOC(=O)COc1ccc2cc(C(=O)OCC)c(=O)oc2c1 | 1.7 | 3.6 | -2.6 | 15.5 | -0.6 | 2.0 | 7.7 | 0.1 | 0.6
CCOC(=O)C1CCN(C(=O)c2ccc(OC3CCN(C(=O)CCOC)CC3)cc2)CC1 | -6.5 | -0.2 | 6.1 | 2.2 | -0.5 | 2.0 | 5.2 | 0.1 | -0.5
O=C(NCN1CCN(c2ccccn2)CC1)c1cnccn1 | -6.7 | -0.4 | 1.9 | 6.4 | 5.8 | 5.0 | -0.2 | 0.2 | -0.5
Cc1cc(=O)oc2cc(OCCCC[n+]3ccccc3)ccc12 | -19.5 | -15.9 | -5.1 | 10.8 | -1.7 | 0.0 | 1.9 | 0.0 | -0.9
CC1(C)CC(=O)c2sc(NC(=O)c3ccc4ncsc4c3)nc2C1 | -0.9 | 3.3 | -4.2 | -19.9 | -0.1 | 0.0 | 0.0 | 0.1 | -0.7
CCOC(=O)NNC(=O)CCn1c2c(c3ccccc31)CCCC2 | 12.9 | 15.9 | -4.9 | 3.7 | -1.1 | 3.0 | 1.9 | 0.1 | 0.8
CCN(CC)S(=O)(=O)c1ccc(OCC(=O)NCc2ccccc2)cc1 | 1.7 | -3.5 | 3.9 | 11.3 | 0.0 | 1.0 | 4.1 | 0.0 | 3.2
COc1ccc(C(=O)c2c(C)oc3ccc(O)cc23)cc1 | nt | nt | nt | 0.6 | nt | 0.0 | nt | 0.1 | 0.4
CCC(C)n1nnc2c(=O)oc3ccccc3c21 (stereo not given) | -4.3 | -3.1 | 5.4 | 28.0 | -0.7 | 1.0 | -1.7 | -0.1 | -0.6
Cc1ccc2oc(-c3ccc(NC(=O)c4ccc5c(c4)OCO5)cc3)nc2c1 | 1.0 | 0.6 | 1.7 | -22.8 | -16.1 | 0.0 | -2.1 | 0.1 | -4.8
CN(C(=O)c1ccc(NC(=O)Cc2cccc(NC(=O)C3CCN(C(=O)C4CCCCC4)CC3)c2)cc1)C1CCCC1 | 8.0 | 4.7 | 1.2 | 1.1 | nt | 2.0 | 0.6 | 0.3 | nt
C/C(=N/NS(=O)(=O)c1ccc(Cl)cc1)c1ccc2c(c1)OCO2 | -2.9 | 2.9 | 7.9 | 28.0 | -3.9 | 2.0 | 0.2 | -0.1 | 1.3
Cc1ccc(Nc2nnc(SC3CCOC3=O)s2)cc1 (stereo not given) | -21.9 | 2.4 | 1.1 | 2.9 | -0.9 | 38.0 | 5.2 | -0.1 | -1.1
O=C(/C=C/c1ccc(S(=O)(=O)N2CCOCC2)cc1)OCC(=O)c1ccc([N+](=O)[O-])cc1 | 5.9 | -0.2 | 4.9 | 4.6 | 4.1 | 1.0 | 1.3 | 0.0 | -1.5
O=C(CCN1C(=O)/C(=C\c2cccs2)SC1=S)NC1=NCCS1 | 10.5 | 7.0 | 1.5 | -5.2 | -0.9 | 5.0 | 3.6 | -0.1 | -1.5
CCOc1ccc(N(CC(=O)NC2CCCC(C)C2C)S(=O)(=O)c2c(C)noc2C)cc1 (stereo not given) | -4.5 | -1.6 | 2.8 | 13.2 | -1.4 | 0.0 | 3.0 | 0.6 | -0.6
CC(C)CN1CCC(=O)N([C@H](COc2ccccc2)Cc2ccccc2)CC1 | 1.3 | -1.8 | -8.5 | 5.1 | -2.4 | 1.0 | 3.3 | 0.3 | -0.4
Cc1ccccc1C(=O)NNC(=O)CCCCC(=O)NNC(=O)c1ccccc1C | 9.0 | 0.5 | 3.6 | 4.3 | -5.4 | 0.0 | -2.2 | 0.0 | 1.4
COc1ccc(S(=O)(=O)Nc2nnc(C(C)C)s2)cc1 | 7.2 | 3.8 | 3.9 | -1.7 | -4.4 | 0.0 | -4.4 | -0.2 | 0.5
CCOC(=O)CNC(=O)CN1C(=O)CCS(=O)(=O)c2ccccc21 | 2.2 | -1.5 | 6.7 | 11.4 | 2.3 | 0.0 | -5.4 | 0.1 | 0.2
CCCNC(=O)C/C(C)=N/NC(=O)COc1ccc(C)cc1Br | 1.1 | 3.5 | -2.6 | 6.6 | -3.8 | 9.0 | -8.8 | 0.2 | 0.4
COc1cccc2c(=O)n(CC(=O)N3CCc4ccccc43)ccc12 | -2.1 | 0.2 | 2.8 | 8.5 | -8.1 | 0.0 | -3.4 | -0.2 | 0.3
O=C(Nc1cc(S(=O)(=O)N2CCCC2)ccc1Cl)C1=COCCO1 | -2.9 | 1.0 | 2.8 | 4.9 | 0.4 | 2.0 | 6.6 | 0.1 | 0.3
Cc1ccc(C2SCC(=O)N2Cc2ccccc2)cc1 (stereo not given) | 6.5 | 1.5 | 1.9 | 8.6 | 6.3 | 5.0 | 15.4 | 0.0 | -3.5
CC(C)(C)C(=O)CC1(O)C(=O)N(Cc2ccccc2)c2ccccc21 (stereo not given) | 7.5 | 7.5 | -1.1 | 4.1 | 0.3 | 1.0 | -7.8 | 0.0 | -2.4

Molecules from the list above containing bromine:
SMILES | MCL1-BIM inh | BCLXL inh | GLD-1 RNA inh | VLA-4 inh | Fam108B counter | GRK2 inh | PME-1 inh | Efflux pump mplx | MEX-5 binding
Cc1ccc(NS(=O)(=O)c2ccc(Br)s2)cc1S(=O)(=O)N1CCOCC1 | 6.4 | 5.2 | 5.4 | -11.8 | -2.5 | 0.0 | 3.7 | -0.1 | -1.1
CCCNC(=O)C/C(C)=N/NC(=O)COc1ccc(C)cc1Br | 1.1 | 3.5 | -2.6 | 6.6 | -3.8 | 9.0 | -8.8 | 0.2 | 0.4

Next section.
SMILES | MCL1-BIM inh | BCLXL inh | GLD-1 RNA inh | VLA-4 inh | Fam108B counter | GRK2 inh | PME-1 inh | Efflux pump mplx | MEX-5 binding
CCOC(=O)c1ccc(OC)c(OC)c1Cl | 6.9 | 1.2 | 4.7 | 4.3 | 0.1 | 0.0 | 1.3 | -0.1 | -1.2
COc1ccc(N(CC(=O)NCCc2ccccc2)C(=O)c2csnn2)cc1 | -3.3 | -7.9 | -4.8 | -9.6 | -1.9 | 4.0 | -4.0 | 0.2 | -2.5
COc1ccc(C)cc1NC(=O)C1CCN(S(=O)(=O)c2ccc3c(c2)NC(=O)CO3)CC1 | 7.2 | 7.2 | 1.3 | 10.3 | 3.5 | 3.0 | 5.6 | 0.0 | -0.6
Cc1ccc2nc(-c3ccccn3)[nH]c2c1 | -43.7 | -12.8 | -20.8 | -6.7 | -2.3 | 0.0 | -2.8 | 0.0 | 2.9
COc1cc(/C=C2/CC(C)OC2=O)c([N+](=O)[O-])cc1OC (stereo not given) | 1.9 | 2.1 | 1.0 | 1.3 | 4.0 | 3.0 | -8.2 | 0.3 | -3.3
O=C(CN1C(=O)C2C3C=CC(C3)C2C1=O)Nc1ccc2c(c1)OCCO2 (stereo not given) | 8.1 | 7.9 | -1.0 | 2.4 | -0.8 | 0.0 | 0.1 | -0.1 | -3.4
CCc1ccc(-c2nc(CS(=O)CC(=O)NCc3ccco3)c(C)o2)cc1 (stereo not given) | 0.4 | 9.1 | 6.5 | 8.2 | -4.4 | 5.0 | -2.0 | -0.1 | -1.4
Cc1ccc(C2(c3noc(CN(C)CC4COCCO4)n3)CCCC2)cc1 (stereo not given) | -2.5 | 0.1 | -2.9 | 5.0 | 2.7 | 1.0 | -6.5 | 0.3 | 0.7
CCc1ccccc1NC(=O)CNCC(=O)Nc1ccccc1CC | -1.4 | 4.0 | 1.5 | 15.9 | 3.6 | 5.0 | 1.1 | 2.0 | -2.4
CCCNC(=S)N1CCC(Cc2ccccc2)CC1 | 7.8 | 4.8 | 1.5 | 20.6 | -1.6 | 0.0 | 3.1 | 0.1 | 0.4

Screening data from PubChem.
